Bioassay records as filed in PubChem BioAssay.
ALOX15B inhib = 15-hLO-2 (ALOX15B) enzyme inhibition | O15296 | purified 15hLO-2, xylenol orange hydroperoxide absorbance | Potency, µM (series often up to 57.1 µM), without a hit: at the highest dose activity change, negative = inhibition, hits mostly inhibitors | actives 0.56% (n = 110,000) | AID 881; also: potency is read from the fitted curve at half-maximal effect; nearly all actives have a fitted effect of over 60% in size; many of its hits are not listed in these tables
Target sequence (O15296 whole entry, looked up): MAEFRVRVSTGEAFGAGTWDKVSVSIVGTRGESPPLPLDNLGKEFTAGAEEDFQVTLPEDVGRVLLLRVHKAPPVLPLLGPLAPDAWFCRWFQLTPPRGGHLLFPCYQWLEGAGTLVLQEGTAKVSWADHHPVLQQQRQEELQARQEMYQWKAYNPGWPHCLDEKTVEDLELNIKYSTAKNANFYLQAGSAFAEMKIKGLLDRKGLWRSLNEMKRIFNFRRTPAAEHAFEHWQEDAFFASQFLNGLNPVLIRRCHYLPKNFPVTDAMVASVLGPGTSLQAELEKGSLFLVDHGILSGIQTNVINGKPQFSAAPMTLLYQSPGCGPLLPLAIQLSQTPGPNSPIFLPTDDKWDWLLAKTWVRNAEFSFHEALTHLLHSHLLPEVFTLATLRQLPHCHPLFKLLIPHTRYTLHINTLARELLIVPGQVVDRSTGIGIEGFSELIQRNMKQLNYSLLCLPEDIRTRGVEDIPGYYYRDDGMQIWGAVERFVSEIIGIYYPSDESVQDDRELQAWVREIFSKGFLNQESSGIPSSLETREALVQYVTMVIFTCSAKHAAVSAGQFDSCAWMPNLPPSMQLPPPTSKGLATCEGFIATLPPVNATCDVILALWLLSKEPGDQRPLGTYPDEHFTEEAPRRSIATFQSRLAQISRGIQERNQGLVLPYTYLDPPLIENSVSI
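Purified human 15hLO-2 (50 nM) preincubated 15 min with compound, then 45 uM arachidonic acid for 90 min at RT in 25 mM Hepes pH 7.5, 0.01% Triton X-100. Hydroperoxide detected by Fe-xylenol orange; 573/405 nm absorbance ratio.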
12-hLO inh = 12-hLO (ALOX12) enzyme inhibition; P18054; purified 12-hLO, xylenol orange hydroperoxide absorbance; Potency, µM (top dose mostly 57.1 µM), without a hit: at the top dose activity change, negative = inhibition, actives largely listed as inhibitors; actives 0.12% (n = 150,000); AID 1452; also: potency is read from the fitted curve at half-maximal effect; nearly all actives have a fitted effect of over 55% in size; many of its hits are not listed in these tables
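Lipoxygenase turnover measured by absorbance at 573 and 405 nm after Fe-XO development. Human 12hLO 150 nM, arachidonate 40 uM, pH 7.0 Hepes buffer with detergent; 15 min compound preincubation, 30 min reaction.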
IMPase inh = membrane-permeable compound that blocks inositol monophosphatase; inhibition (IP1 accumulation), % at 46.1 µM; P97697; 120,000 tested, under 10 active; CHO-M1 cells, IP1 accumulation, HTRF TR-FRET ratio; AID 901; active = well fitted curve in the direction sought with a large enough effect in the signal ratio, not every such curve was filed as active; inconclusive = small, poorly fitted or top-dose-only effect, or a change in a side signal; inactive = no such curve, though single readings can be large or run the other way; the % refers to the signal ratio;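 also: cells stimulated with carbachol in lithium chloride buffer; plate controls were DMSO basal wells for no effect and reference inhibitor wells for full effect; higher means more IMPase inhibition seen as more IP1 and lower FRET ratio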
Target sequence (P97697 whole entry, looked up): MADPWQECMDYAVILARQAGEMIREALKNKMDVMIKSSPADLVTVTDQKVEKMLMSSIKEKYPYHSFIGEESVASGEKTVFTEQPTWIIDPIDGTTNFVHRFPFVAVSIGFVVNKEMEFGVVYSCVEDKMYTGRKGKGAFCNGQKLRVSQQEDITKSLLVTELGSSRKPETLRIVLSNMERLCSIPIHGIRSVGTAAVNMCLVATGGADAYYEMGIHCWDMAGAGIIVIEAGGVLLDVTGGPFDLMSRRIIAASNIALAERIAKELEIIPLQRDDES
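Measured: the HTRF emission ratio (665/620 nm) plus the 620 nm donor channel, each fitted to the Hill equation to give AC50. Cells were CHO-M1 given compounds up to 46 uM and a 30 min carbachol stimulation at 37C.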
PNC assembly inh = inhibitors of perinucleolar compartment assembly | AID 2417 | actives 3.1% (n = 140,000) | activity change (PNC), negative = inhibition, % at 10 µM | PC3M PTB-GFP, PNC prevalence imaging, 16 h; hits give low values;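 active = readout at or below -70, meaning at least 70% loss of cells showing the perinucleolar compartment, a nuclear body marking cancer cells; inconclusive = readout between -30 and a set limit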;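 also: plate controls were DMSO wells for no effect and camptothecin positive control wells for full effect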
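Read-out is percentage of cells bearing a perinucleolar compartment, from automated 20x imaging of fixed, Hoechst-stained PC3M PTB-GFP cells. Cells were seeded 4 h, then exposed 16 h to compound (23 nl of library stock) in duplicate plates.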
Active calls of the source: *; u = inconclusive; x = no result given; & = joins results of further samples; [ ] = another dose, or the depositor's remark. Unless noted, calls follow the shape of the dose curve; as a rule, active = well fitted curve in the direction sought with a large enough effect; inconclusive = small, poorly fitted or top-dose-only effect, or another doubt; inactive = no such curve, though single readings can be large; an effect the other way counts as inactive or inconclusive. Unless noted, % is scaled to controls: 0 for no effect and ±100 for the full control effect. Only part of the results is shown, so the mix of outcomes need not match the whole.

SMILES | ALOX15B inhib | 12-hLO inh | IMPase inh | PNC assembly inh
COc1cc(/C=C(/NC(=O)c2ccccc2)C(=O)N2CCN(C)CC2)c([N+](=O)[O-])cc1OC | x | -1% | x | 114
Cc1ccc2[nH]c3c(=O)n(CCc4cnc[nH]4)cnc3c2c1 | 30%[activator] | 1% | u | 40
CCCSc1ccc(-c2nn(-c3ccccc3)cc2/C=C(/C#N)C(=O)NCCCOC)cc1 | x | -3% | x | 18
CC(=O)c1cccc(S(=O)(=O)N2CCCC(c3nc(-c4ccc(C)o4)no3)C2)c1 (stereo not drawn) | u | -8% | 9 | -12
COc1ccc2[nH]cc(S(=O)(=O)c3ccc(F)cc3)c(=O)c2c1 | 1% | -5% | 4 | 13
O=C(CCC(=O)NC1CCN(Cc2ccccc2)CC1)NCc1ccco1 | 1% | 3% | 11 | u
O=C(Cc1cccs1)Nc1nnc(-c2ccncc2)s1 | -10% | -1% | -5 | u
Cc1nc2ccccc2cc1OCc1ccc(Cl)cc1 | 30% | 2% | 2 | -23
Cc1ccc(NC(=O)Nc2nnc(CSCCOc3ccc(Cl)cc3)s2)cc1 | x | -1% | x | -15
Cc1ccc(-c2n[nH]c(=O)c3ccccc23)cc1S(=O)(=O)NCCO | 2% | 2% | 8 | u
O=C(ONC1=NCCCCC1)c1ccc(Cl)cc1 | 3% | 3% | 5 | u
O=C(Nc1nc(-c2cccs2)cs1)c1cccc(S(=O)(=O)N2CCCCC2)c1 | 3% | -9% | 8 | -27
O=C(Nc1ccc(NC(=O)c2cccs2)cc1)c1ccc(Br)o1 | -12% | 2% | -2 | 53
O=c1oc2ccccc2cc1-c1nc2c(s1)CCCC2 | -13% | -10% | -9 | -17
CNS(=O)(=O)c1cnccc1N1CCN(c2cccc(Cl)c2)CC1 | 26% | -8% | 24 | 0
CCC(C)(C)NC(=O)/C=C/c1cccs1 | x | 3% | 2 | u
Cc1cccc(-n2c(-c3csc(C)c3)n[nH]c2=S)c1 | -24% | -7% | 3 | 16
Cc1[nH]c2ccc(S(N)(=O)=O)cc2c1C | 0% | -10% | 0 | 18
CCOc1ccc(C(=O)NCC(=O)OCC(=O)c2ccc3c(c2)-c2ccccc2C3)cc1 | x | -2% | -2 | -22
O=c1c(C(c2ccc(O)cc2)c2c(O)nc3n(c2=O)CCCS3)c(O)nc2n1CCCS2 | -1% | -15% | -7 | -7
Cc1ccc(O)c(NC(=O)CCC2CCCCC2)c1 | -26% | 5% | 6 | u
Cc1c(C(=O)N2CCN(Cc3ccc4c(c3)OCO4)CC2)cccc1[N+](=O)[O-] | x | -1% | x | 162
CCC(c1nnnn1CC1CCCO1)N(CCN1CCOCC1)Cc1cc2cc(C)ccc2[nH]c1=O (stereo not drawn) | 36%[activator] | -9% | 5 | 31
N#Cc1cc2c(nc1SCC(=O)NCc1ccc3c(c1)OCO3)CCCCC2 | -11% | -7% | -6 | 28
CC[C@@]1(O)C(=O)OCc2c1cc1n(c2=O)Cc2cc3c(CN(C)C)c(O)ccc3nc2-1 | -11%[11.4 µM] | 6%[11.4 µM] | x | x

Continued.
SMILES | ALOX15B inhib | 12-hLO inh | IMPase inh | PNC assembly inh
O=C(Nc1cccc(O)c1)C(Cc1ccccc1)N1C(=O)c2cccc3cccc(c23)C1=O (stereo not drawn) | x | 1% | x | -3
COC(=O)c1sccc1NC(=O)COc1ccc(Cl)cc1Cl | x | -6% | 3 | 53
CCN1CCCC1CNCc1ccccc1OCc1ccc(F)cc1 (stereo not drawn) | 30% | -2% | 12 | -30
COc1cc(C(=O)NC(=S)N(CCc2ccccc2)CCc2ccccc2)cc(OC)c1OC | x | -4% | x | 35
Cc1cccc(Cn2c(SCC(=O)Nc3ccccc3)nc3c2c(=O)[nH]c(=O)n3C)c1 | -19% | -4% | -8 | -10
CCOc1cc(C=O)c(Br)cc1OC1CCCC1 | -5% | 5% | -11 | 72
O=C(c1ccco1)N1CCN(c2nc3ccccc3c(=O)n2-c2ccccc2)CC1 | -10% | 2% | 9 | 20
O=C(OCCN1C(=O)c2ccccc2C1=O)c1ccc(S(=O)(=O)N2CCCCCC2)cc1 | -4% | -1% | 0 | -4
CCN(CC)C1CCCCC1NS(=O)(=O)c1ccc(Cl)cc1 (stereo not drawn) | -3% | 1% | 1 | u
O=C(NC1CCN(Cc2ccccc2)CC1)c1cccc(S(=O)(=O)Nc2cc(C(F)(F)F)ccc2Cl)c1 | x | -2% | x | u
CCOc1ccc(-c2[nH]ncc2Oc2ccccc2OC)c(O)c1 | 7% | u | -4 | 40
CCOC(=O)C1C(C)=C(Nc2ccc(OC)cc2)C(=O)N1c1ccc(OC)cc1 (stereo not drawn) | x | 2% | x | -16
COCCNC(=O)C1(C)C=CC2(CCCCC2)N1C(=O)c1ccccc1 (stereo not drawn) | 3% | 2%&-3% | x | 45
Cc1cc(OCC(=O)C(C)(C)C)c2c(C)c(C)c(=O)oc2c1 | -1% | -2% | 5 | -100*
C/C(=N\Nc1ccc(Cl)cc1)c1ccccn1 | -28% | u | 6 | u
Cn1c(N2CCN(c3ccccn3)CC2)nc2c1c(=O)n(Cc1ccc(Cl)cc1)c(=O)n2C | 10% | -1% | 0 | 26
CC(=O)N1CCN(C(=O)Nc2cccc(C(F)(F)F)c2)CC1 | 2% | -1% | -6 | u
O=C(c1ccc(Br)o1)N(c1ccc(Br)cc1)C1C=CS(=O)(=O)C1 (stereo not drawn) | 7% | 0% | 15 | 41
COc1ccc(S(=O)(=O)Nc2ccc(F)cc2)cc1N(C)S(=O)(=O)c1ccc(Cl)cc1 | -10% | -2% | 4 | u
Cc1cc(C)n(-c2nc(N(C)C)nc(N3CCOCC3)n2)n1 | -1% | 1% | 5 | 14
Cc1cccc2cc(C#N)c(N3CCN(C)CC3)nc12 | 12% | 5% | 7 | -12
Cc1nc2sccn2c1-c1nc(-c2cc3ccccc3o2)cs1 | 28% | -2% | 3 | 11
Fc1ccc(/C=C2\CCCC3=C2Nc2ncnn2C3c2ccc(F)cc2)cc1 (stereo not drawn) | -3% | -22% | 10 | 23
O=C(Nc1ccccc1F)C1(c2ccccc2)CC1(Cl)Cl (stereo not drawn) | x | 0% | x | -5
CCNc1ccc(C(=O)OCC(=O)NCc2ccc(C)cc2)cc1[N+](=O)[O-] | x | 4% | -2 | u

The final seven compounds of the section above are carried over, then new ones follow.
SMILES | ALOX15B inhib | 12-hLO inh | IMPase inh | PNC assembly inh
COc1ccc(S(=O)(=O)Nc2ccc(F)cc2)cc1N(C)S(=O)(=O)c1ccc(Cl)cc1 | -10% | -2% | 4 | u
Cc1cc(C)n(-c2nc(N(C)C)nc(N3CCOCC3)n2)n1 | -1% | 1% | 5 | 14
Cc1cccc2cc(C#N)c(N3CCN(C)CC3)nc12 | 12% | 5% | 7 | -12
Cc1nc2sccn2c1-c1nc(-c2cc3ccccc3o2)cs1 | 28% | -2% | 3 | 11
Fc1ccc(/C=C2\CCCC3=C2Nc2ncnn2C3c2ccc(F)cc2)cc1 (stereo not drawn) | -3% | -22% | 10 | 23
O=C(Nc1ccccc1F)C1(c2ccccc2)CC1(Cl)Cl (stereo not drawn) | x | 0% | x | -5
CCNc1ccc(C(=O)OCC(=O)NCc2ccc(C)cc2)cc1[N+](=O)[O-] | x | 4% | -2 | u
CCOC(=O)Cc1nnc(Nc2cccc(C)c2)c2ccccc12 | -5% | -2% | -12 | u
O=C(Nc1ccc(OC(F)(F)F)cc1)Nc1cccc([N+](=O)[O-])c1 | x | 0% | 6 | -21
CCOc1ccc2c(CC)cc(=O)oc2c1OCC | x | -1% | x | u
COC(=O)CSC1=C(C#N)C(c2sccc2C)CC(=O)N1 (stereo not drawn) | x | 3% | 3 | -3
O=C(OCC(=O)N1CCc2ccccc21)c1cccnc1 | 6% | -2% | -2 | 33
COc1ccccc1N=C1SCC(=O)N1c1ccccc1OC | x | -3% | x | 44
Cc1csc(NC(=O)C2CCN(C(=O)CSc3nnc(C)n3Cc3ccccc3)CC2)n1 | -2% | -3% | -12 | -29
O=C(Nc1cnc2ccccc2c1)C1COc2ccccc2O1 (stereo not drawn) | 0% | -5% | 8 | 4
CSc1cccc(NC(=O)CN(c2cccc(C)c2)S(C)(=O)=O)c1 | -8% | -1% | -3 | u
O=c1c(/C=N/Nc2ccccc2)c(Sc2nnnn2-c2ccccc2)nc2ccccn12 | u | 1% | 1 | 13
O=S1(=O)C=C(N2CCOCC2)c2ccccc21 | -3% | -4% | -1 | -12
O=C(Nc1cccc(Cl)c1)Nc1nnc(-c2ccccc2)o1 | 2% | -1% | -2 | 69
COc1cc(CN2CCN(c3cccc(C)c3C)CC2)cc(Br)c1O | 20% | -18% | -2 | -21
CC(C)CCCC(C)C1CCC2C3CC[C@H]4CC(=O)CC[C@@]4(C)C3CC[C@@]12C (stereo partly drawn) | -2% | -2% | x | x
COC(=O)CSc1ncnc2c1sc1nc(N3CCOCC3)c3c(c12)CCCC3 | 12% | -2% | 2 | 67
COC(=O)NC1CSCC1OC(=O)CCN1C(=O)c2ccccc2C1=O (stereo not drawn) | -11% | 1% | 5 | 0
O=C(NCc1ccc(F)cc1)c1cc(-c2cccs2)on1 | u | 2% | 3 | 5
CCCN1C(=O)C(Cc2nc3ccccc3c(=O)n2C)c2ccccc21 (stereo not drawn) | -6% | 2% | 0 | 41
CCOc1ccc(-n2ccnc2SCC(=O)NCc2ccc3c(c2)OCO3)cc1 | 14% | 2% | 7 | 131
Nc1nc2c(s1)CC(c1ccccc1)CC2 (stereo not drawn) | 22% | -5% | 3 | u
CCn1cc(CNC(=O)CSc2nc(-c3ccc(OC)c(OC)c3)cc(C(F)(F)F)n2)c(C)n1 | x | 1% | 0 | 61
C=CCn1c(SCC(=O)Nc2cc(C)ccc2OC)nnc1-c1ccco1 | -5% | -3% | 11 | 45
Cc1ncsc1C(=O)Nc1nc2c(s1)CC(C)CC2 (stereo not drawn) | 7% | -1% | 7 | 12
CC(C)CNC(=O)c1ccccc1NC(=O)Nc1ccccc1 | -8% | 2% | -1 | u
C/C(=N\NC(=O)c1cccnc1)c1cc(C)oc1C | x | 3% | x | 48

(continued)
SMILES | ALOX15B inhib | 12-hLO inh | IMPase inh | PNC assembly inh
CC(=O)N1C(=O)C2(C(C#N)=C(N)Oc3n[nH]c(-c4ccccn4)c32)c2ccccc21 (stereo not drawn) | -9% | -10% | 18 | 8
O=C(COc1ccc(Cl)cc1)Nc1c(-c2cccs2)nc2ccccn12 | x | 0% | -6 | 5
CCn1c(CCC(=O)Nc2nc3c(s2)CCCC3)nc2cc(S(=O)(=O)N(C)C)ccc21 | 9%[2.29 µM] | -1% | 3 | -4
Cc1ccccc1C(=O)NCc1nnc(SCC(=O)N2c3ccccc3Sc3ccccc32)n1C | -11% | -2% | 5 | 0
Cc1sc(-c2ccccn2)nc1OC(=O)c1ccc(Cl)cc1 | 3% | 5% | 3 | 23
COc1ccc(-c2nn(-c3ccccc3)cc2/C=N/Nc2ccccn2)cc1OC | x | -4% | x | 24
c1csc(CNCCN2CCOCC2)c1 | 4% | 6% | 11 | u
COc1cccc(-c2nnc3sc(-c4ccccc4)nn23)c1 | 0% | -8% | 11 | u
COc1ccc2cc1Oc1ccc(cc1)C[C@H]1c3c(cc4c(c3Oc3cc5c(cc3OC)CCN(C)[C@@H]5C2)OCO4)CCN1C | 17%[0.0915 µM] | -3%[0.00818 µM] | x | x
CC(C)Cn1c(SCC(=O)NC(=O)NC2CCCC2)nc2ccccc21 | -8% | -3% | -4 | -22
Cc1cc(C)nc(Nc2ccc(C(=O)O)cc2)n1 | 2% | 1% | -3 | u
CCC(C)NC(=O)COC(=O)c1csc2c1CCCC2 (stereo not drawn) | x | 1% | 6 | 7
Cc1ccc(S(=O)(=O)c2cccc(S(=O)(=O)N3CCOCC3)c2)cc1S(=O)(=O)N1CCOCC1 | 7% | 4% | 8 | 48
